IDE act: activators of human insulin-degrading enzyme in cells | AID 493087 | activation, % at 5.96 µM | HEK cells, FAbeta-B cleavage, fluorescence polarization; 0% vehicle, 100% cell-free pure enzyme wells | P14735 | 340,000 compounds, 0.073% hits;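 active = activation above the mean of all tested compounds plus 3 SD, set per screening campaign, cut at about 17% in these data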
MEKK2wt PB1 HTS: raises or lowers MEK5 binding to wildtype human MEKK2 PB1 domain | Q9Y2U5 | binding response (% of control), % at 10 µM | bead flow cytometry, Alexa488-MEK5 binding to MEKK2 WT; actives lie on both sides | 290,000 compounds, 1.1% hits; in the data active = binding response below about 67% or above about 130%
MEKK2 mut-MEK5: signal of MEK5 binding to mutant human MEKK2 PB1 domain | percent response, % at 10 µM | 290,000 compounds, 0.35% hits | bead flow cytometry, Alexa488-MEK5 binding to MEKK2 mutant; in the data active = percent response above about 24%, passing the limit was not always enough; also: inactives centre near 1; some results filed as inactive read as strong as hits; reference of the scale not given here
NALP1 inh: blocks the NALP1 inflammasome reconstituted in yeast | S. cerevisiae NALP1/ASC/caspase-1 growth, X-gal OD620, 72 h | 280,000 compounds, 0.61% hits | inhibition, % at 10 µM | AID 2071; in the data active = inhibition mostly above about 24%, no sharp cut-off; inactive = mostly below about 32%; also: some compounds called inactive have numbers as strong as hits
UBC9 SUMO inh: blocks human SUMOylation mediated by UBC9 | 290,000 compounds, 0.36% hits | HTRF SUMOylation assay, SAE1/SAE2 + UBC9, in vitro | AID 2006 | inhibition, % at 35 µM | P63279; in the data active = inhibition above about 50%, passing the limit was not always enough; also: strong numbers were not always called active
Target sequence (P63279 whole entry, looked up): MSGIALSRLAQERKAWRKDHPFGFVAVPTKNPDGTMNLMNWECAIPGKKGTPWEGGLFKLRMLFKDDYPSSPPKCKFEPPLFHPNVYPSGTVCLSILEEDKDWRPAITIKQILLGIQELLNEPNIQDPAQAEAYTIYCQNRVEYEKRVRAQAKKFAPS
pCIP destab: p/CIP protein destabilization | 290,000 compounds, 0.01% hits | F442A p/CIP-EGFP cells, EGFP fluorescence, 16 h | decrease of EGFP signal, % at 10 µM | Q05BA5;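 active = EGFP signal decrease of at least 30% at 10 µM or well 3 SD below plate mean, unless failing retest; inactive = the rest, including hits failing retest or dose response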; also: some compounds called inactive have numbers as strong as hits; many of its hits are not listed in these tables
M18AAP inhibitor: PfM18AAP enzyme inhibition; 290,000 compounds, 1.2% hits; inhibition, % at 7.35 µM; recombinant PfM18AAP, H-Glu-NHMec fluorogenic cleavage; AID 1822;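 active = inhibition above the campaign mean inhibition over all tested compounds plus 3 SD, cut at about 28% in these data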;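 also: 0% = plate median of test compound wells and 100% = 2 mM ZnCl2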
MEKK3 PB1 HTS: modulators (inhibitors or enhancers) of MEK5 binding to human MEKK3 PB1 domain; 290,000 compounds, 1.4% hits; Q99759; bead-based flow cytometry, Alexa488-MEK5 binding to MEKK3; actives lie on both sides; 0 = blocked by unlabeled MEK5, 100 = vehicle; binding response (% of control), % at 10 µM;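 active = binding response more than 3 SD above or below the average of its plate-row segment, actives on both sides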;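 also: Alexa488 bead fluorescence after subtracting the streptavidin-only scavenger bead signal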
Target sequence (Q99759 whole entry, looked up, the tested form may be a part): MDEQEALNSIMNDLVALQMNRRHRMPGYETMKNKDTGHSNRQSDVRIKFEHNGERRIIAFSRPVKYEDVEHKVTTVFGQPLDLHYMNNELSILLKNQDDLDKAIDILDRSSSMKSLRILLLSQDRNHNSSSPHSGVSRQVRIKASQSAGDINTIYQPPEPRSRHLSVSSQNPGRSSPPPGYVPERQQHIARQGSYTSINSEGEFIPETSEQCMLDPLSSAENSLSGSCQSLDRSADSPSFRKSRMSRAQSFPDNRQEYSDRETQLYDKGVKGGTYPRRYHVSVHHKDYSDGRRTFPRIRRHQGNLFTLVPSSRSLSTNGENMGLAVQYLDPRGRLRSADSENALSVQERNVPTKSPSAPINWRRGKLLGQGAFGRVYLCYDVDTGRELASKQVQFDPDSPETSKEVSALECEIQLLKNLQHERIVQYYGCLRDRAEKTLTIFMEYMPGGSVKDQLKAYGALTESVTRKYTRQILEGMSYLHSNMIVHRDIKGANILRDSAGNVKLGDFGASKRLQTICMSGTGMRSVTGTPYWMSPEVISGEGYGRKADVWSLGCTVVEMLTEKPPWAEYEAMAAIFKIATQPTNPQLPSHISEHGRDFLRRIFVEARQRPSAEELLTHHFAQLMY
IDE cell inh: inhibits human insulin-degrading enzyme in HEK cells | P14735 | FAbetaB cleavage, fluorescence polarization | inhibition, % at 5.59 µM | 320,000 compounds, 0.41% hits | AID 434962;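 active = percent inhibition above the average of all tested compounds plus 3 SD, set per screening campaign, cut at about 16% in these data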;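 also: IDE supplied by intact live HEK cells; FP after avidin binding of uncleaved biotin substrate so inhibition keeps polarization high; 0% = DMSO wells and 100% = 60 µM reference IDE inhibitor Ii1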
* marks the source's active call; other numbers are inactive results; / = no result given; [ ] = another dose, or the depositor's remark. An excerpt; the hit share may differ from the screen's.

no.	IDE act	MEKK2wt PB1 HTS	MEKK2 mut-MEK5	NALP1 inh	UBC9 SUMO inh	pCIP destab	M18AAP inhibitor	MEKK3 PB1 HTS	IDE cell inh	compound
1	-2	97	-1	25	-4	0	-10	71*[inhibitor]	-3	CCc1ccc(C(=O)NCc2ccc(Cl)cc2)cc1
2	1	115	1	-7	-11	-3	-1	126	2	COc1ccc(CCNC(=O)/C=C/C(=O)O)cc1
3	/	96	2	13	6	-17	-3	107	3	CC(C)C[C@@H]1NC(=O)[C@H](C(C)C)NC(=O)c2cc([N+](=O)[O-])cc(I)c2NCC[C@@H](C(N)=O)NC1=O
4	-1	99	4	-9	5	-1	-3	103	3	Cc1cc(NC(=O)C2CC(c3cccc(Br)c3)=NO2)no1 (stereo not given)
5	5	108	5	0	10	-9	-15	103	3	COc1ccc(C2CC(c3ccc(OC)cc3)n3nc(NC(=O)c4ccco4)nc3N2)cc1 (stereo not given)
6	-2	108	9	0	-6	-13	-1	108	1	CCOCCOC(=O)c1[nH]c2c(c1C)C(=O)CC(c1cc(OC)c(OC)c(OC)c1)C2 (stereo not given)
7	7	104	4	12	3	-10	-2	104	-5	Cc1cccn2cc(-c3cccc(S(=O)(=O)N4CCCCC4)c3)nc12
8	/	106	17	/	16	-13	-6	111	3	Cn1c(=O)[nH]c(=O)c2c1nc(Br)n2C/C=N/NC(N)=S
9	5	99	7	14	-3	-10	1	102	2	O=C(CSc1nnnn1Cc1ccccc1)Nc1cccc(F)c1
10	3	104	3	-7	-7	-2	-4	104	-2	CCOCCCNC(=O)C1(O)c2cc(Br)ccc2NC(=O)N1c1cccc(OC)c1 (stereo not given)
11	10	101	-2	/	2	-5	5	98	0	COc1ccc(C(=O)CC2SC(N)=NC2=O)cc1 (stereo not given)
12	3	98	-5	-8	3	9	2	94	0	COc1ccc(C(C)=O)cc1CSc1nc2ccccc2o1
13	2	97	1	14	11	-13	4	80	5	O=C(Cn1cc([N+](=O)[O-])cn1)N1N=C(C(F)F)CC1(O)C(F)F (stereo not given)
14	-4	103	1	-7	3	-9	-3	105	-1	COc1ccc(/C=C/C(=O)Oc2cccc(/C=N/NC(=O)c3cccc(F)c3)c2)cc1
15	5	92	-14	8	-6	-2	4	89	2	CCOC(=O)C1=C(c2ccccc2)Nc2ncnn2C1c1cccc(OC)c1OC (stereo not given)
16	-11	99	8	-12	-6	-1	-1	96	7	Cn1c(-c2ccc3ccccc3n2)nc2cnccc21
17	6	98	1	12	-5	-4	-7	106	3	O=C(NC1CC2CCCC(C1)N2C(=O)NC1CCCCC1)c1ccccc1 (stereo not given)
18	-1	105	10	3	0	-9	1	103	2	CN(C)c1nc(N(C)C)nc(N(C#N)Cc2ccc(Cl)cc2)n1
19	2	109	4	2	17	-6	3	106	-3	CC(=O)CS(=O)(=O)c1ccc(Oc2ccc(S(=O)(=O)CC(C)=O)cc2)cc1
20	1	109	5	15	10	-2	3	106	-1	Cc1cnc(NC(=O)CN(C)S(=O)(=O)c2ccc(Cl)cc2)s1
21	-4	106	7	17	4	-7	4	103	0	CCOC(=O)C(Cc1ccc(N)cc1)N1C(=O)c2ccccc2C1=O (stereo not given)
22	6	108	1	38	7	-1	-1	105	8	COc1ccccc1/C=C/C=N/N1CCN(Cc2ccccc2)CC1
23	0	99	-3	10	1	-5	-2	81	-3	CCCNCc1cc(OC)c(OCCC)cc1Cl
24	-1	99	5	-6	2	4	/	98	-1	CCOCCn1c(SCC(=O)OCc2ccccc2)nc2c1c(=O)[nH]c(=O)n2C
25	-3	88	-14	14	12	-3	-9	90	-1	CCCN(CCC)C(=O)CC(c1ccccc1)c1ccco1 (stereo not given)
26	-5	101	1	28	-26	-1	5	95	4	O=C1c2cccc([N+](=O)[O-])c2C(=O)N1c1ccccc1
27	4	111	9	14	8	-4	3	107	7	O=C(NCc1ccco1)c1ccc(COCC(F)(F)F)cc1
28	0	95	-7	-28	5	5	-1	96	-4	COc1ccc(NS(=O)(=O)c2cccc(C(=O)N/N=C/c3ccccn3)c2)cc1
29	5	99	-4	21	8	0	16	96	0	Cc1c(C(=O)N2CCCC2)oc2c1-c1nn(CC(=O)NCCCOC(C)C)cc1CC2
30	0	106	-1	25	-43	-4	-5	93	6	CCOc1cc(C(=O)OCC(=O)Nc2ccc(SC(F)F)cc2)cc(OCC)c1OCC
31	-2	101	-1	/	1	-2	-1	94	-1	O=C(COc1ccc(F)cc1F)N1CCCCCCC1
32	4	98	-1	14	14	0	4	99	6	N/C(=N\OC(=O)c1cccnc1)c1ccc(Cl)cc1Cl
33	5	96	-3	8	-7	-17	14	100	/	CCOc1cc(NC(=S)Nc2cccc(C)c2)c(OCC)cc1NC(=O)CC(C)C
34	-3	100	2	7	19	-5	2	99	1	Cc1ccc(-c2c(C(=O)N/N=C/c3cccnc3)nnn2-c2nonc2N)cc1
35	-1	104	5	-3	12	-13	-15	106	5	O=C(NC(CSSCC(NC(=O)c1ccccc1)C(=O)O)C(=O)O)c1ccccc1 (stereo not given)
36	-1	113	5	2	21	-5	-14	106	3	COc1ccc(-n2nc3c(c2NC(=O)c2cc(Br)ccc2Cl)CS(=O)C3)cc1 (stereo not given)
37	-1	94	9	-16	3	-7	-10	85	-1	COc1ccccc1S(=O)Cc1ccc(C(=O)O)o1 (stereo not given)
38	/	98	5	/	/	/	/	101	0	O=C1[C@H]2[C@H](C=CC[C@H]2C(=O)N2CCOCC2)CCN1Cc1ccc(Cl)c(Cl)c1
39	5	79	-21	6	2	-7	1	79	4	COc1ccc(CNC(=O)C(=O)NC2CCC(C)CC2)cc1 (stereo not given)
40	4	87	-11	-3	10	-15	3	94	-2	CCCCCn1c(S(=O)(=O)O)nc2ccccc21
41	6	104	-3	12	3	-18	0	98	-6	CN(Cc1cnccn1)C(=O)CC1C(=O)NCCN1Cc1ccc(F)cc1Cl (stereo not given)
42	-2	97	2	32	-3	0	7	94	4	Cc1ccc(CCNC(=O)c2cc(S(=O)(=O)N3CCCCC3)c[nH]2)cc1
43	-3	102	5	-7	21	-1	-1	99	5	Cc1c(NC(=O)c2ccc(-c3ccccc3)cc2)cccc1C(=O)O
44	7	102	2	18	22	-9	3	102	3	COc1cc(NS(=O)(=O)c2ccc(-c3ccc(=O)[nH]n3)o2)cc(OC)c1OC
45	-1	99	-1	12	-5	-7	2	100	0	CCC(CC)NC(=O)c1nn(Cc2ccccc2)c(=O)c2ccccc12
46	2	97	-2	0	4	3	4	101	-5	CCOc1ccc(S(=O)(=O)N2CCC(C(=O)NCc3cccnc3)CC2)cc1C
47	/	98	3	2	24	-4	-5	104	/	COc1cc(-n2c(C)nc3cc(C(=O)NCCN4CCOCC4)ccc32)cc(OC)c1OC
48	-4	96	0	19	7	-12	39*	101	11	Cc1ccc(NC(=O)c2sc3nc(N4CCOCC4)c4c(c3c2N)CC(C)(C)OC4)cc1
49	4	109	3	-3	6	-11	-5	105	-1	COc1ccccc1CNC(=O)CN1CCC(NC(=O)c2ccccc2F)CC1
50	3	98	1	8	-6	2	-1	99	2	CCOc1ccc(NC(=O)CN2C(=O)C3CC=CCC3C2=O)cc1 (stereo not given)

3 compounds drawn at random from the list so far, as already listed:
no.	IDE act	MEKK2wt PB1 HTS	MEKK2 mut-MEK5	NALP1 inh	UBC9 SUMO inh	pCIP destab	M18AAP inhibitor	MEKK3 PB1 HTS	IDE cell inh	compound
6	-2	108	9	0	-6	-13	-1	108	1	CCOCCOC(=O)c1[nH]c2c(c1C)C(=O)CC(c1cc(OC)c(OC)c(OC)c1)C2 (stereo not given)
29	5	99	-4	21	8	0	16	96	0	Cc1c(C(=O)N2CCCC2)oc2c1-c1nn(CC(=O)NCCCOC(C)C)cc1CC2
27	4	111	9	14	8	-4	3	107	7	O=C(NCc1ccco1)c1ccc(COCC(F)(F)F)cc1

Remaining list, next part.
no.	IDE act	MEKK2wt PB1 HTS	MEKK2 mut-MEK5	NALP1 inh	UBC9 SUMO inh	pCIP destab	M18AAP inhibitor	MEKK3 PB1 HTS	IDE cell inh	compound
51	-1	115	21	23	19	-2	-1	111	1	[O-]/[N+](=C/c1cccnc1)c1ccc(Br)cc1
52	6	93	-4	-8	-6	7	55*	93	9	CCOC(=O)NC1(NC2CCCCC2)Oc2ccccc2O1
53	-3	99	6	11	34	-1	13	103	2	COc1ccc(-c2cc(C(F)(F)F)n3nc(C(=O)NCc4ccco4)cc3n2)cc1
54	1	110	4	-3	-18	-12	8	110	2	Cn1nc(-c2ccccc2)c(-c2nc(-c3cccc(Cl)c3)no2)c1Cl
55	2	96	-3	2	-15	-7	8	93	2	O=C(CSCc1ccccc1Cl)NN1C(=O)c2ccccc2C1=O
56	5	97	0	-3	24	2	3	100	4	O=C(Nc1nc2ccc(S(=O)(=O)N3CCCC3)cc2s1)C1CCCO1 (stereo not given)
57	5	91	-7	15	-9	-6	0	91	-3	CCc1noc(C)c1C(=O)N1CCCC(N2CCN(c3ccc(F)cc3)CC2)C1 (stereo not given)
58	2	115	0	27	-14	8	5	108	-8	CCCCN(CC)CCNC(=O)c1[nH]c(C)c(C(C)=O)c1C
59	6	97	-1	2	-9	-1	0	100	6	CCOC(=O)c1nc(Nc2ccc(N3CCC(C)CC3)cc2)c2ccccc2n1
60	-2	95	1	-12	5	-15	2	99	-1	Cc1ccccc1S(=O)(=O)c1c(C)cc(C)n(C(C)C)c1=O
61	11	93	-3	30	-15	4	1	91	3	COc1ccc(C(=O)/C=C/C(=O)N(Cc2ccc3c(c2)OCO3)C(C(=O)NC2CCCCC2)c2ccncc2)c(O)c1 (stereo not given)
62	4	93	-2	11	12	-6	-2	96	2	Cn1ccnc1SCC(=O)c1ccc([N+](=O)[O-])cc1
63	0	99	-4	12	0	-4	-1	100	-1	CC(=O)c1cccc(N(C(=O)c2csnn2)C(C(=O)NC2CCCC2)c2ccccc2)c1 (stereo not given)
64	0	106	1	34	-35	4	-4	106	1	COc1ccc(/C=C/C(=O)OCC(=O)Nc2cccc(Oc3ccccc3)c2)c(OC)c1

As entered above:
In MEKK2 mut-MEK5, entry 62 is entered as -2
In IDE cell inh, entry 64 is entered as 1
In UBC9 SUMO inh, entry 60 is entered as 5
